Screens (PubChem BioAssay)
H1N1 NS1A inhibition = NS1A inhibition, H1N1 influenza, cell based functional assay (AID 504329); NS1A functional cell-based assay, percent inhibition; higher % means a stronger effect; one-dose inhibition, % at 12.5 µM; IC50 in µM for titrated hits; 340,000 compounds, 0.3% hits; in the data active = a potency from the dose series; inconclusive = inhibition above about 27% without an active follow-up result; also: strong numbers were not always called active
PhoP GFP inhibition = Inhibition of PhoP regulon, Salmonella typhi GFP reporter cells, confirmation, 4 h (AID 1850); 310,000 compounds, 0.33% hits; inhibition, % at 50 µM; hits with a dose series show IC50 in µM; Salmonella Typhi PhoP-promoter GFP reporter, fluorescence, 4 h; higher % means a stronger effect; in the data active = a potency from the dose series; inconclusive = inhibition mostly from about 25% at the one dose, without a potency; inactive = the rest, 99 in 100 with inhibition below about 19%;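 also: 0% = induced wells with vehicle and 100% = uninduced wells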
VEEV TC-83 Vero = inhibitors of VEEV TC-83 cytopathic effect, confirmation, Vero cells (AID 588727); Vero cells, VEEV TC-83 cytopathic effect inhibition; higher % means a stronger effect; inhibition, % at 20 µM, or IC50 in µM where a hit was titrated; 350,000 compounds, 0.13% hits; in the data active = a potency from the dose series; inconclusive = inhibition mostly from about 14% at the one dose, without a potency; inactive = the rest, 99 in 100 with inhibition below about 12%; also: strong numbers were not always called active
H37Rv inhibition = M. tuberculosis growth inhibition, HTS (AID 449762) | 330,000 compounds, 0.59% hits | M. tuberculosis H37Rv growth inhibition, 7H9 media; higher % means a stronger effect | one-dose inhibition, % at 25 µM; IC50 in µM for titrated hits; in the data active = a potency from the dose series; inconclusive = inhibition above about 70% without an active follow-up result;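 also: bacterial growth assessed after seven days of incubation; strong numbers were not always called active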
M. tuberculosis = growth inhibition of non-replicating M. tuberculosis (AID 488890); inhibition, % at 25 µM; hits with a dose series show IC50 in µM; 320,000 compounds, 0.39% hits; Mycobacterium tuberculosis non-replicating, growth inhibition; higher % means a stronger effect; in the data active = a potency from the dose series; inconclusive = inhibition mostly from about 82% at the one dose, without a potency; inactive = the rest, 99 in 100 with inhibition below about 76%;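 also: plate controls were DMSO cells for no effect and high antibiotic wells for full effect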
VEEV TC-83 Vero 10K pilot screen = second read-out of VEEV TC-83 Vero, no call of its own (marks repeat the call); inhibition, %; measured here: 10K pilot screen inhibition
Active calls of the source: *; i = inactive; ? = inconclusive; nt = not tested or not shown.

SMILES	H1N1 NS1A inhibition	PhoP GFP inhibition	VEEV TC-83 Vero	H37Rv inhibition	M. tuberculosis	others
COc1ccc(Cl)cc1NC(=O)CCN1CCOCC1	9%	25%	0.1%	-5%	-4%
CCCCn1c(N)c(N(CCOC)C(=O)COC(=O)COc2ccc(CC)cc2)c(=O)[nH]c1=O	-5%	0%	1.0%	2%	37%
CCCNC(=O)Nc1cc(S(=O)(=O)CC)ccc1O	0%	13%	i	-4%	-7%
Cc1cc(CNC(=O)CC2C(=O)NCCN2Cc2ccccc2C(F)(F)F)nn1C (stereo not drawn)	-4%	-11%	0.6%	-13%	-3%
CCC(C)(C)NC(=O)CN(Cc1cccs1)C(=O)CNS(=O)(=O)c1ccc(C)cc1	2%	-6%	0.8%	-18%	-7%
O=C(Cn1cccc1)N1CCc2ccccc21	34%	-4%	1.3%	-2%	-6%
C/C(=N\Nc1ccc(C#N)cc1[N+](=O)[O-])c1ccc(C)o1	nt	9%	i	3%	-10%
O=C(C1=C(O)C(=O)N(CCN2CCOCC2)C1c1ccc(Br)cc1)c1cc2ccccc2o1 (stereo not drawn)	3%	9%	1.0%	-2%	41%
CNC(=S)Nc1cc(C(F)(F)F)ccc1Cl	1%	-3%	i	-6%	66%
CCN1CCN(S(=O)(=O)c2ccc(C(=O)Nc3ccccc3)cc2)CC1	-6%	-3%	2.2%	-2%	-1%
CC(C)CCOCC(=O)Oc1ccccc1C(=O)O	-22%	-6%	1.7%	3%	2%
COc1cccc(NC(=O)C2CC(=O)N(Cc3ccco3)C2)c1 (stereo not drawn)	2%	nt	3.0%	-1%	-15%
NNc1nc(-c2ccccc2)cc(-c2ccccc2)n1	-17%	1%	4.6%	4%	33%
CCOc1ccc(Nc2nnc(Cc3ccc(OC)cc3)c(=O)[nH]2)cc1	5%	7%	1.0%	-6%	0%
COc1ccc(NC(=O)CCCNC(=O)c2ccc(Cl)cc2)c(OC)c1	3%	-2%	0.1%	-8%	-4%
COc1ccc(/C(N)=N/OC(=O)CSc2ccc(C)cc2)cc1	12%	-5%	1.6%	2%	52%
COc1ccccc1NC(=O)c1cnc2c(-c3ccccc3)c(C)nn2c1C	5%	-4%	1.9%	6%	15%
CC(=O)c1cccc(NC(=O)C2CC(=O)N(c3cccc(C)c3C)C2)c1 (stereo not drawn)	5%	12%	2.9%	-16%	5%
Cc1ccc(CNC(=O)c2nnc(CS(=O)(=O)c3ccccc3)o2)cc1	-6%	-6%	0.9%	-1%	0%
COc1ccc(CCNC(=O)CCOc2ccc(C)cc2)cc1OC	-8%	-8%	1.8%	-4%	7%
CCC(CC)c1nnc(NC(=O)c2ccc(N3CCCCC3)c([N+](=O)[O-])c2)s1	6%	-2%	0.7%	42%	7%
CC(C)CCNC(=O)CSc1nc2ccccc2c(=O)[nH]1	25%	-9%	1.0%	?	?
COc1ccc(O)c(C2=Nc3ccccc3N=C(c3ccco3)C2)c1	-4%	-8%	1.9%	-4%	-10%	VEEV TC-83 Vero 10K pilot screen=0.5
CC(NC(=O)C1CCCCC1)c1ccc2c(c1)OCCO2 (stereo not drawn)	-3%	-2%	0.9%	2%	1%
CCOc1ccccc1NC(=O)COC(=O)c1cccc(-c2ccc(OC(C)=O)cc2)c1	6%	8%	0.8%	7%	49%
CC1CC(C)(C)CC2(C1)NC(=O)N(CC(=O)N(C)Cc1nc3ccccc3c(=O)[nH]1)C2=O (stereo not drawn)	-5%	nt	i	4%	25%
COc1ccc(CNC(=O)CN2CCC(C(=O)c3ccc(OC)cc3)CC2)cc1	-10%	-3%	i	-1%	47%
CC1CN(C(=S)SCCN2Cc3ccccc3C2=O)CC(C)O1 (stereo not drawn)	-7%	-6%	i	2%	-2%
CS(=O)(=O)Nc1ccc(C(=O)NCCSC2CCCCC2)cc1	1%	5%	i	3%	3%
O=C(O)c1cccc2sc3cc(Cl)ccc3c(=O)c12	1%	nt	0.4%	-15%	3%

2 compounds picked at random from those above:
SMILES	H1N1 NS1A inhibition	PhoP GFP inhibition	VEEV TC-83 Vero	H37Rv inhibition	M. tuberculosis	others
CNC(=S)Nc1cc(C(F)(F)F)ccc1Cl	1%	-3%	i	-6%	66%
O=C(Cn1cccc1)N1CCc2ccccc21	34%	-4%	1.3%	-2%	-6%

Other records follow:
SMILES	H1N1 NS1A inhibition	PhoP GFP inhibition	VEEV TC-83 Vero	H37Rv inhibition	M. tuberculosis	others
CCCCSc1ncc(C(=O)OCC)c(N)n1	31%	0%	4.7%	35%	?
COc1ccc(C(=O)NC(C)c2nnc(SCC(=O)Nc3nc(C)cs3)n2C)cc1 (stereo not drawn)	16%	-5%	2.8%	-1%	7%
O=C(N/N=C/c1cccs1)c1ccc2ncccc2c1	3%	22%	1.2%	7%	-16%
O=C(CC(CC(=O)c1ccccc1)c1ccccn1)c1ccccc1	-10%	nt	2.2%	nt	nt
Cc1ccc(CNS(=O)(=O)c2ccc(-n3cnnn3)c(C)c2)cc1	5%	1%	i	6%	20%
c1ccc2sc(NC3=NCN(CCN4CCOCC4)CN3)nc2c1	-1%	9%	3.5%	8%	13%
CC1=CC(C)(C)N2C(=O)C3(C(C#N)=C(N)Oc4cc(O)ccc43)c3c(C)c(C)cc1c32 (stereo not drawn)	12%	-6%	i	?	37%	VEEV TC-83 Vero 10K pilot screen=6.5
CC(=O)Nc1ccc(S(=O)(=O)Nc2ccccc2N2CCOCC2)cc1	6%	nt	i	5%	21%
Fc1ccc(N/N=C(/c2ccccc2)c2ccccn2)cc1	-1%	-13%	0.5%	5%	2%
Cc1cc(C#Cc2c(-c3ccccc3)n(C)c3ccccc23)ccc1F	10%	-3%	i	-2%	23%
Cc1nc2c3ccccc3n(Cc3ccccc3F)c2s1	3%	1%	i	6%	54%
Cc1cc(NC(=O)CN2C(=O)CC(c3ccco3)Sc3ccccc32)no1 (stereo not drawn)	11%	nt	5.6%	-14%	9%
COc1cc(C(=O)Nc2ccccc2NC(=O)c2cc(OC)c(OC)c(OC)c2)cc(OC)c1OC	0%	3%	1.5%	-3%	-11%
COc1cc(C=C(c2nc3ccccc3s2)c2nc3ccccc3s2)cc(OC)c1O	7%	-2%	9.0%	10%	30%
O=C(/C=C/c1cccc(Cl)c1)NCc1cccs1	-7%	7%	i	-1%	36%
Cc1ccc(Nc2cc(-n3nc(C)cc3C)ncn2)cc1	3%	-11%	7.5%	5%	35%
O=C(NNC(=O)c1cccs1)c1ccc([N+](=O)[O-])cc1	nt	3%	nt	0%	29%
CN1c2ccccc2-c2nc3ccccc3n2C1c1ccco1 (stereo not drawn)	-4%	-4%	3.1%	-1%	15%
Cc1ccc(NC(=O)CN2C(=O)c3ccccc3C2=O)nc1	nt	-6%	0.2%	-10%	-1%
CCc1ccccc1NC(=O)Nc1cccn(Cc2ccccc2F)c1=O	2%	-26%	7.5%	-5%	10%
Cc1cccc(CN2CCN(CC(=O)N3CCC4(CC3)OCCO4)C2=O)c1	-1%	-8%	1.8%	-7%	-7%
CCCCC(=O)NC(=S)NNC(=O)CC#N	-1%	16%	0.2%	-9%	-5%
Cc1cc(=O)oc2cc(OCC(=O)N3CC(C)OC(C)C3)ccc12 (stereo not drawn)	nt	-2%	nt	-1%	-1%
CC1(C)Cc2c(c(N3CCCC3)nc3sc4c(N5CCNCC5)ncnc4c23)CO1	nt	9%	nt	69%	?
CC(C)Oc1cccc(C(=O)NC2=NCCS2)c1	-1%	-5%	1.4%	-3%	5%
N=C(N=C(N)N)N1CCc2ccccc21	3%	6%	1.1%	-2%	0%
CCc1cc(CNC(=O)CC2C(=O)NCCN2Cc2cccc(OC)c2)on1 (stereo not drawn)	-1%	-7%	i	2%	2%
CC(O)(CS(=O)(=O)Cc1ccccc1)c1ccccc1Cl (stereo not drawn)	-12%	-8%	2.5%	-7%	-3%
CCCCC(C(=O)O)C(C)CC(=O)NNC(=O)c1ccco1 (stereo not drawn)	-4%	6%	0.5%	-6%	-10%
CCn1c(=N)n(CC(=O)OC)c2ccccc21	5%	1%	0.4%	-11%	-3%

A draw from above in order of SMILES length, high to low:
SMILES	H1N1 NS1A inhibition	PhoP GFP inhibition	VEEV TC-83 Vero	H37Rv inhibition	M. tuberculosis	others
CCc1ccccc1NC(=O)Nc1cccn(Cc2ccccc2F)c1=O	2%	-26%	7.5%	-5%	10%
Cc1ccc(NC(=O)CN2C(=O)c3ccccc3C2=O)nc1	nt	-6%	0.2%	-10%	-1%
N=C(N=C(N)N)N1CCc2ccccc21	3%	6%	1.1%	-2%	0%

Following part:
SMILES	H1N1 NS1A inhibition	PhoP GFP inhibition	VEEV TC-83 Vero	H37Rv inhibition	M. tuberculosis	others
Cc1ccc(NC(=O)c2ncn(CC(=O)N[C@H](C)c3cccc4ccccc34)n2)cc1C	7%	nt	2.3%	nt	nt
Cc1oc(-c2cccc(Cl)c2)nc1CN1CCC(C(=O)NCc2cccnc2)CC1	9%	0%	i	12%	27%
CCCCn1nc2cc(C(=O)NCCCCc3ccccc3)ccc2c1OCC	-2%	4%	1.7%	4%	-4%	VEEV TC-83 Vero 10K pilot screen=1.3
O=C(CCSc1nnc(-c2ccncc2)o1)Nc1cccc(Cl)c1	-13%	7%	0.3%	?	i
O=C(C[C@H]1C[C@H](C(=O)N2CCCCC2)[C@@]2(CCc3ccccc3)c3[nH]c4ccc(Cl)cc4c3CCN2C1=O)NCCC1=CCCCC1	-14%	nt	5.3%	nt	nt
CCN(CC)Cc1c(O)ccc2c(=O)c(-c3ccc(Cl)cc3)coc12	-1%	-1%	i	3%	57%
COc1cc(C(=O)Oc2cc(N)n(S(=O)(=O)c3ccc(F)cc3)n2)cc(OC)c1OC	2%	-1%	1.3%	10%	-12%
Cc1ccc(C2(c3ccc(C)cc3)CC2C(=O)Nc2ccc([N+](=O)[O-])cc2O)cc1 (stereo not drawn)	3%	-5%	12%	20µM*	54%
O=C(NCC(O)c1ccc([N+](=O)[O-])cc1)C(c1ccccc1)c1ccccc1 (stereo not drawn)	-3%	4%	7.0%	1%	3%
Cc1c(N=c2scc(-c3ccccc3)n2C)c(=O)n(-c2ccccc2)n1C	-5%	-1%	0.2%	-2%	19%
CCOc1ccc(C2C(C(=O)c3ccco3)=C(O)C(=O)N2CCCn2ccnc2)cc1 (stereo not drawn)	12%	nt	0.1%	nt	nt	VEEV TC-83 Vero 10K pilot screen=1.8
CCOc1ccccc1NC(=O)CSc1nc(=O)n(Cc2ccncc2)c2c1CCC2	-3%	3%	8.8%	-5%	-10%
CSCCOC(=O)C1=C(C)Nc2ccc(C)cc2S1	8%	-12%	1.4%	-6%	38%
CC(=O)c1ccccc1NC(=O)CN1C(=O)CS/C1=C\c1nc(-c2ccc(C)cc2)cs1	8%	4%	2.3%	13%	3%
CC(=O)c1sc(NCCOc2ccc(C)cc2)nc1C	-12%	-6%	1.0%	11%	40%	VEEV TC-83 Vero 10K pilot screen=0.9
COC(=O)CSC1=C(C#N)C(c2ccc3c(c2)OCO3)C2=C(CCCC2=O)N1 (stereo not drawn)	3%	-1%	4.9%	-7%	?
O=C(O)CNC(=O)/C(=C\c1ccc2c(c1)OCO2)NC(=O)c1ccc(Br)cc1	nt	3%	2.6%	-6%	-3%
O=C(O)CCn1c2ccccc2c2nc3ccccc3nc21	-4%	0%	3.6%	-10%	-9%
O=C(/C=C/c1ccc(Cl)cc1Cl)NCCSCc1ccccc1	1%	-3%	1.7%	7%	54%
O=C(Cc1ccc(NC(=O)C2CCCN(C(=O)CCc3ccccc3)C2)cc1)Nc1cccc(C(=O)N2CCCCC2)c1 (stereo not drawn)	11%	nt	i	nt	nt
CC(=O)Nc1ccc(OCC(O)Cn2c3ccccc3c3ccccc32)cc1 (stereo not drawn)	1%	-3%	4.7%	61%	-1%
Cc1cccc2nc(C(=O)Nc3cccc(C(=O)NC4CC4)c3)cn12	-6%	nt	1.0%	-11%	1%
O=C1C(C2=NC(C(=O)O)C3C(=O)N(c4ccccc4)C(=O)C23)=C(O)c2ccccc21 (stereo not drawn)	0%	-4%	0.3%	5%	-8%
CC1(C)Cc2c(sc(NC(=O)C(=O)N3CCCCC3)c2C(N)=O)CO1	-2%	-12%	2.3%	-6%	-2%
CCN(C[C@H]1N[C@@](Cc2ccccc2)(C(=O)OC)[C@H]2C(=O)N(C)C(=O)[C@@H]12)C(=O)NC(C)C	-14%	nt	i	2%	-1%
Cc1ccc(C(=O)NCC(=O)OCn2nnc3ccccc3c2=O)cc1	-12%	nt	2.6%	-7%	nt
